Bioassay records from PubChem.
CAL PDZ FP-1: blocks peptide binding to the human CAL PDZ domain; inhibition, % at 24.9 µM; Q9HD26; 300,000 compounds, 0.92% hits; purified CAL PDZ, TMR-peptide fluorescence polarization, 1 h; AID 602252;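 active = mean inhibition of at least 30% with at least half of replicates also reaching 30%; inconclusive = no clear call, values can overlap the other calls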;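 also: 0% = DMSO neutral control and 100% = excess unlabeled competitor peptide PRC23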
CAL PDZ FP-2: human CAL PDZ-peptide interaction inhibition. purified CAL PDZ, TMR-peptide fluorescence polarization, 1 h. inhibition, % at 20 µM. 330,000 compounds, 0.02% hits. AID 504414;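 active = highest replicate inhibition of at least 40%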;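 also: plate controls were DMSO neutral control wells for no effect and unlabeled competitor peptide control wells for full effect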
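Assay system – tagged CAL PDZ protein CerCALP, purified · Timing – 1 h at RT · Compound – single point, 20 µM · Measured by – fluorescence polarization from S- and P-plane intensities, G-factor corrected · Evaluation – inhibition from polarization loss · Probe or stimulus – TMR reporter peptide T*-PRC34 · Buffer or medium – pH 7.4 phosphate-saline buffer, reducing agent, detergent, IgG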
cardiac RTF act: increases calcium sensitivity of human cardiac regulated thin filaments | P19429+P45379 | IANBD-labeled TnC RTF fluorescence at EC20 calcium; 0% EC20 calcium, 100% full calcium | activation, % at 7.2 µM | 340,000 compounds, 0.24% hits | AID 493008;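 active = activation above the mean over all tested compounds plus 3 SD, cut at about 30% in these data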;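 also: rise in fluorescence read as greater calcium sensitivity of cardiac thin filaments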
SR-BI uptake up: activators of SR-BI mediated HDL lipid uptake; AID 504775; activation, % at 12.5 µM; CHO ldlA[mSR-BI] cells, DiI-HDL uptake fluorescence, 3 h; 100 = double the neutral-control signal; 320,000 compounds, 0.096% hits;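 active = mean replicate activation of at least 60% and every replicate at or above 60%; inconclusive = mean or all-replicate condition met, but not both; inactive = mean below 60% and not all replicates reaching 60%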;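 also: 0% = median plate neutral-control signal and 100% = twice that signal; values of inactives mirror those of a sister screen read the other way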
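System: LDL receptor-deficient CHO ldlA cells overexpressing murine SR-BI | Timing: 3 h uptake period with compound, 37 °C | Medium: HEPES-buffered (25 mM, pH 7.4) F12 plus 0.5% BSA | Dosing: Single-point compound dose | Signal: Bottom-read fluorescence, 550/595 nm | Read-out: Retained DiI signal reflecting DiI-HDL uptake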
DAGLB inhibitor: blocks human DAGLB lipase activity; HEK293T DAGLB membrane lysate, EnzChek fluorogenic substrate; inhibition, % at 5.17 µM; 340,000 compounds, 0.059% hits; AID 504411; in the data active = inhibition above about 34%;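 also: 0% = enzyme with vehicle and 100% = wells lacking enzyme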
Keap1 Nrf2 FP: disrupts human Keap1 binding to Nrf2 peptide; Q14145; 340,000 compounds, 0.15% hits; inhibition, % at 9.4 µM; Keap1 Kelch-Nrf2 peptide fluorescence polarization, 1536-well; in the data active = inhibition above about 12%; inconclusive = no clear call, values can overlap the other calls; inactive = below about 7.3%;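 also: human Keap1 Kelch domain with fluorescein labeled Nrf2 9mer peptide probe; 0% = neutral control wells and 100% = peptide positive control; higher means more block of Keap1 binding to Nrf2 peptide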
LANA DNA inh: KSHV C-LANA DNA binding inhibition. MBP-C-LANA/FAM-LBS DNA binding, fluorescence polarization. inhibition, % at 9 µM. 340,000 compounds, 0.078% hits. AID 504423;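 active = highest replicate inhibition at or above 60% at 9 µM, even if other replicates fall short; inactive = all replicates below 60% inhibition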;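 also: 0% = neutral control wells and 100% = 4 µM acridine orange control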
Rtt109 Vps75: blocks Candida albicans Rtt109/Vps75 acetyltransferase activity. Q5AAJ8. purified Rtt109/Vps75, ThioGlo CoA-SH fluorescence, 4 h. inhibition, % at 34.9 µM. 330,000 compounds, 0.16% hits;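 active = inhibition of at least 50% in every replicate; inconclusive = best replicate reaches 50% inhibition but some replicates fall short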
Target sequence (Q5AAJ8 whole entry, looked up): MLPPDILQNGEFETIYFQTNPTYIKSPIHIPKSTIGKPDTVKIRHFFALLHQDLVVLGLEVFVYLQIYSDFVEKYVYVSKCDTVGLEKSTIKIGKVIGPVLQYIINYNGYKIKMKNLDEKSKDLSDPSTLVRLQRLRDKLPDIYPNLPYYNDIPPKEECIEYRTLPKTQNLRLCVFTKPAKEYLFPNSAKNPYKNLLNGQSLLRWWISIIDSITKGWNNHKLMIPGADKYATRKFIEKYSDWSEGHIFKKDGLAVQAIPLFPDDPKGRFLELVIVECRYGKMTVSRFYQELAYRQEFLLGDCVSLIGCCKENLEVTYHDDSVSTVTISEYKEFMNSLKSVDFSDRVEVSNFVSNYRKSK
PKA-R2B act: PKA-R2B complex activation | 340,000 compounds, 0.079% hits | P22694+P31323 | PKA-R2B holoenzyme dissociation, Cy5-IP20 fluorescence polarization; R2B truncated from residue 108, S112A mutant; 0% DMSO only, 100% 113 µM cGMP | activation, % at 11.4 µM;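 active = activation above a cutoff set at the mean over all compounds plus 3 SD, cut at about 18% in these data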;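 also: higher means more holoenzyme dissociation and a rise in polarization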
Target sequence (P31323 whole entry, looked up, other chains not shown, the tested form may be a part): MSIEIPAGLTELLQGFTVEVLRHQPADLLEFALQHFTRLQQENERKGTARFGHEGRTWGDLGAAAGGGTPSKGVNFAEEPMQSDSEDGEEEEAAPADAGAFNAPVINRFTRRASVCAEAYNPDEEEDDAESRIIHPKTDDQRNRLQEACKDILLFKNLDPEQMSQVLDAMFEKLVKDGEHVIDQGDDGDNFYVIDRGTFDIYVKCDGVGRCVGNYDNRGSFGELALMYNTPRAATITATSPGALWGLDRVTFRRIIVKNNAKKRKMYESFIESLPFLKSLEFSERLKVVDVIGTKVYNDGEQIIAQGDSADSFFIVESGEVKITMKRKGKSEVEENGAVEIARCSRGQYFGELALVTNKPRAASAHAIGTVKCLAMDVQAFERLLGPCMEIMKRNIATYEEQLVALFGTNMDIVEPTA
Cardiac RTF inh: cardiac RTF calcium desensitization; inhibition, % at 7.15 µM; 340,000 compounds, 0.12% hits; IANBD-labeled cardiac RTF, Ca2+ fluorescence; P19429+P45379;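 active = inhibition above the mean inhibition of all tested compounds plus 3 SD, cut at about 17% in these data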;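 also: assay run at fixed EC70 calcium of 1.6 mM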
Active calls of the source: *; ? = inconclusive; . = no result given. Compounds as they come; overall some 1.6% were active at least once.

SMILES	CAL PDZ FP-1	CAL PDZ FP-2	cardiac RTF act	SR-BI uptake up	DAGLB inhibitor	Keap1 Nrf2 FP	LANA DNA inh	Rtt109 Vps75	PKA-R2B act	Cardiac RTF inh
CCOC(=O)c1ccc(NC(=O)CN2C(=O)CSC2=O)cc1	-3	-1.2	-2	12	1	1	-1.5	-5	-5	-10
CCCS(=O)(=O)Nc1cccc(-c2ccc3nnc(C)n3n2)c1	-1	-2.4	2	-5	1	-4	1.0	.	14	-8
O=C(CNC(=O)COc1ccccc1)NCc1cccnc1	-1	-2.6	-4	.	3	-3	1.0	-12	2	-14
O=C(CCCCCn1c(=S)[nH]c2ccc(N3CCOCC3)cc2c1=O)NCCc1ccccc1	.	-0.7	-5	-15	4	4	0.0	-2	13	4
CCn1c(SCC(=O)Nc2cccc(OC)c2)nc2ccccc2c1=O	0	-1.5	-4	-1	-5	0	0.0	16	-3	0
CCOc1ccc(C(=O)NC(=S)N(Cc2ccccc2)Cc2ccccc2)cc1	1	0.9	-2	9	-5	-7	0.0	-2	-5	-4
COc1ccc(C(=O)N/C(=C\c2ccc([N+](=O)[O-])cc2)C(=O)NC(CCSC)C(=O)O)cc1 (stereo not given)	2	-2.8	3	8	0	-5	-0.7	4	8	-4
FC(F)(F)c1nc(N2CCN(c3ccccc3)CC2)nc2c1CCCCC2	0	-0.4	-5	-65	-1	1	1.6	-1	-7	9
C/C(Cn1cnc([N+](=O)[O-])n1)=N/NC(=O)COc1ccccc1Cl	0	-2.4	-6	4	1	4	0.7	5	-5	-38
Cc1ccc(-c2nn3c(-c4ccco4)nnc3c3ccccc23)cc1S(=O)(=O)NCC1CCCO1 (stereo not given)	-3	-2.0	8	-1	3	3	0.0	-3	6	6
Cc1c(C(=O)NC(C)C)c(-c2ccccc2)nn1-c1ccccc1	-3	-0.6	0	?	0	-4	-1.3	-2	1	9
CN(C)C(=O)c1ccc(-c2nnc(NCc3ccccc3)c3ccccc23)cc1	3	-2.5	3	-70	-5	1	-0.6	-1	3	4
CC(C)(CO)CNC(=O)CCc1nnc(-c2ccc(-c3ccccc3)cc2)o1	1	-0.8	-2	-5	0	0	1.4	0	-8	-5
Cc1nc(-c2ccc(NC(=O)Cc3ccccc3)cc2)cs1	66*	.	10	6	-2	-10	-1.5	2	5	-4
O=C(CN1C(=O)C(=O)N(C2CCCC2)C1=O)NCCc1ccc(F)cc1	-10	-0.6	1	18	2	-4	0.4	0	-5	-2

Fetched by structure from the entries so far (3):
SMILES	CAL PDZ FP-1	CAL PDZ FP-2	cardiac RTF act	SR-BI uptake up	DAGLB inhibitor	Keap1 Nrf2 FP	LANA DNA inh	Rtt109 Vps75	PKA-R2B act	Cardiac RTF inh
C/C(Cn1cnc([N+](=O)[O-])n1)=N/NC(=O)COc1ccccc1Cl	0	-2.4	-6	4	1	4	0.7	5	-5	-38
Cc1ccc(-c2nn3c(-c4ccco4)nnc3c3ccccc23)cc1S(=O)(=O)NCC1CCCO1 (stereo not given)	-3	-2.0	8	-1	3	3	0.0	-3	6	6
CCCS(=O)(=O)Nc1cccc(-c2ccc3nnc(C)n3n2)c1	-1	-2.4	2	-5	1	-4	1.0	.	14	-8

Next section
SMILES	CAL PDZ FP-1	CAL PDZ FP-2	cardiac RTF act	SR-BI uptake up	DAGLB inhibitor	Keap1 Nrf2 FP	LANA DNA inh	Rtt109 Vps75	PKA-R2B act	Cardiac RTF inh
CC1C(=O)NC(=O)C1c1ccccc1 (stereo not given)	6	-1.1	-4	0	2	3	-0.7	15	2	-5
Cc1ccccc1Nc1nnc(SCC(=O)Nc2ccccc2[N+](=O)[O-])s1	-6	0.2	-3	-4	4	0	-0.6	4	1	-8
Cc1[nH]c(=O)[nH]c(=O)c1S(=O)(=O)Nc1ccc(Cl)c([N+](=O)[O-])c1	-2	0.0	0	-9	1	-8	0.4	-2	-2	-9
COc1ccc(/C=C/C(=O)NCCc2ccc(OC)c(OC)c2)cc1	-4	-1.4	-3	26	0	0	0.5	-5	1	-4
Cc1noc(C)c1NC(=O)NCCN1CCN(Cc2ccccc2)CC1	-5	0.6	-5	6	-1	0	0.1	-3	-6	-1
CCCN(CCC)S(=O)(=O)c1ccc(Cl)c(OC)c1	0	-1.4	3	-18	-6	-3	-0.3	2	4	-3
COc1ccc(/C(O)=C2/C(=O)C(=O)N(c3nc(C)c(C)s3)C2c2ccco2)cc1 (stereo not given)	-3	-1.5	1	15	5	-3	-0.9	13	0	-5
CCN(CC)S(=O)(=O)c1ccc(NC(=O)c2ccccc2N(C)S(C)(=O)=O)cc1	4	-0.5	3	-20	2	1	1.8	10	2	-9
Nc1nccnc1C(=O)OCC(=O)Nc1ccc2[nH]c(=O)[nH]c2c1	-2	-1.9	0	-3	-1	-2	-1.5	-12	4	-15
COc1ccc(C)cc1S(=O)(=O)N1CCN(C(=O)c2ncoc2-c2ccc(F)cc2)CC1	-6	-2.5	-7	.	-3	-1	-0.3	8	1	-3
CCc1ccc(N(CC(=O)NCc2ccco2)C(=O)CCC(=O)Nc2ccccn2)cc1	-7	-2.1	-3	.	0	0	0.3	5	-4	-12
O=C(N/N=C/c1ccco1)C1CC1(c1ccccc1)c1ccccc1 (stereo not given)	-5	-1.1	-3	-5	-2	-5	2.1	8	-10	-8
COc1ccc(CC(=O)Nc2cccc(S(=O)(=O)N3CCCCC3)c2)cc1	-2	-0.2	-1	-42	-2	-1	-0.8	-1	0	-12
COc1ccccc1N1CCN(CCCNC(=O)Cn2ncc3c([nH]c4ccccc43)c2=O)CC1	.	-0.7	0	-8	0	-1	1.6	-5	-9	-4
COCCn1cnc2c1c(=O)n(CC(=O)Nc1cc(C)on1)c(=O)n2Cc1ccccc1	0	0.5	8	-11	3	-6	-1.4	-3	-4	-6
O=C(c1cc([N+](=O)[O-])cc([N+](=O)[O-])c1)N(Cc1nnc(-c2ccccc2Cl)o1)C1CC1	3	-0.3	5	22	-2	-6	0.3	3	0	10
C/C=C/C(=O)OCC(=O)Nc1ccc(OC)c(OC)c1	0	0.6	1	16	1	-3	-0.4	-2	1	0
Cc1ccc(/C=N/NC(=O)c2c(-c3ccccc3)noc2C)o1	-3	-2.6	5	7	-1	-5	1.8	14	16	-3
CC(C)(C)c1ccc(/C=C(\C#N)C(=O)Nc2ccccn2)cc1	0	-0.8	0	-26	-1	-1	-0.8	2	7	-4
CC(C)NC(=S)N/N=C/c1ccc(C(C)(C)C)cc1	-4	0.5	-6	-2	-6	-5	2.8	5	-15	-3
CN(CC(=O)Nc1ccc(S(=O)(=O)N2CCCC2)cc1)Cc1ccc(Cl)cc1Cl	-5	-1.3	4	-32	-4	-5	0.7	2	-10	-1
O=C(CS(=O)(=O)c1cn(Cc2ccc(Cl)cc2)c2ccccc12)N1CCOCC1	-28	-0.5	5	6	1	5	-0.7	2	10	-1
CCCCn1c(=O)n(CC(O)c2ccccc2)c(=O)c2c1ncn2C1CCCC1 (stereo not given)	-5	-0.2	0	-46	0	-5	1.5	-3	0	3
COc1ccnc(-n2cccc2C=O)c1C#N	-3	0.1	1	14	-1	-2	1.1	1	3	-4
O=C(CC1S/C(=N/N=C/C=C/c2ccccc2)NC1=O)Nc1ccc(Cl)c(Cl)c1 (stereo not given)	0	-0.6	-3	-27	1	-2	2.6	-3	-4	-4
CCOc1ccc(C(=S)N2CCCC2)cc1OCC	.	-0.6	7	.	-1	-5	-0.5	5	3	-5
CCCc1cc(C(N)=O)c(NC(=O)c2ccco2)s1	-2	-0.1	-1	-6	3	-5	0.9	5	-8	2
COc1cc(NS(=O)(=O)c2ccc(NC(=O)/C(=C\c3ccccc3OC)NC(=O)c3ccccc3)cc2)nc(OC)n1	-1	-3.9	2	16	6	0	0.2	8	0	-6
CC(C)c1ccccc1NC(=O)CCc1nc2ccccc2s1	-2	-0.3	5	-6	1	-4	1.1	0	-1	-8
O=C(NCc1nnc(SCC(=O)N2CCN(c3ccccc3)CC2)o1)c1c(F)cccc1Cl	-2	-1.3	7	-24	2	0	1.8	5	11	-6
Cc1cc(NC(=O)c2ccc(C#N)cc2)n(-c2ccccc2)n1	-3	0.3	0	9	-1	1	-1.7	-7	0	-20
Cc1ccc(NC(=O)C(=O)NCCN2CCN(C(=S)Nc3ccccc3)CC2)cc1	11	-0.1	4	-31	0	4	2.7	0	-19	-10
O=C(c1ccc2c(c1)OCO2)C1CCCN(Cc2cn[nH]c2-c2cccc(F)c2)C1 (stereo not given)	0	-0.4	-3	13	-4	1	-0.3	8	-1	5
COc1ccc(C(=O)Nc2cccc3ccccc23)cc1	.	-2.8	-4	-1	-1	0	-0.1	-3	-2	6
COc1ccc(Br)cc1/C=N/Nc1ccccn1	1	0.0	-1	-14	1	-4	-0.1	0	-15	6
COc1ccc(-c2cc(C(F)(F)F)n3nc(C(=O)O)cc3n2)cc1OC	-6	1.5	9	19	-2	-1	-0.9	10	2	-3
CCOc1ccc(N(CC(=O)N2CCCCCC2)S(C)(=O)=O)cc1	1	-0.9	1	-14	2	0	1.5	-5	-4	1
O=C(NCCc1ccccc1F)C1CC(=O)N(c2cccc(C(F)(F)F)c2)C1 (stereo not given)	2	-1.2	8	10	-3	-5	-2.8	-4	0	12
CN(C)CCOc1cccc(Br)c1	3	-1.0	-5	7	1	-1	-1.8	-6	-2	-9
CN1CCN(CCC(=O)Nc2cccc(Br)c2)CC1	-2	-0.6	1	-1	-2	-3	-0.1	-3	3	-8
O=C(CSc1nc2ccccc2[nH]1)NCc1ccccc1	-6	-0.9	1	-18	0	1	0.8	-9	4	0
CCN(CC)CCNc1nc(-c2ccc(OC)cc2)c(-c2ccc(OC)cc2)s1	-6	-0.7	1	.	-3	-7	1.2	0	-7	2
Cc1c(C(=O)OCC(=O)Nc2ccc(C(=O)N(C)C)cc2)oc2ccccc12	-5	-1.2	-1	-20	-1	4	1.1	7	5	-8
Cc1ccccc1Nc1nn2c(=O)c3ccccc3nc2s1	-6	-0.9	0	-14	-8	-6	0.6	-1	-8	-1
C=CCOC(=O)C1=C(C)OC(N)=C(C#N)C1c1ccco1 (stereo not given)	1	-1.0	7	17	-2	-7	0.9	-2	-1	-11
CC(C)CCN(CCC(C)C)C(=O)Cc1c(O)c2ccccc2[nH]c1=O	7	-0.9	-4	.	-8	-7	-0.2	-3	-1	-18
S=c1[nH]c2cnccc2n1Cc1ccccc1	2	-2.7	-1	6	0	1	9.4	1	-5	-6
CCN(Cc1ccccc1)S(=O)(=O)c1ccc(S(=O)(=O)N(Cc2ccccn2)Cc2ccco2)cc1	.	-0.3	-4	15	-2	0	-1.1	0	-9	0
